# Assay outcomes deposited in PubChem by several laboratories.
# RGS8-Gao: regulators of human RGS8-Galphao interaction; multiplexed bead flow cytometry, RGS8-Galphao binding; actives lie on both sides; response (percent of control binding), % at 10 µM; 220,000 tested, 0.34% active; in the data active means response below about 60% or above about 140%; inactive means in between;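 further: Galphao activated as the GDP aluminium fluoride complex binding bead-coupled RGS8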
# Bim-Bcl-2: disrupts Bim peptide binding to human Bcl-2; Bead-based flow cytometry, Bim peptide-Bcl-2 binding; inhibition, % at 10 µM; 190,000 tested, 0.06% active; in the data active means inhibition above about 40%; inconclusive means no clear call, values can overlap the other calls;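 further: 0% = no compound wells with probe peptide and 100% = reference peptide inhibitor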
# Target sequence (P10415 whole entry, looked up): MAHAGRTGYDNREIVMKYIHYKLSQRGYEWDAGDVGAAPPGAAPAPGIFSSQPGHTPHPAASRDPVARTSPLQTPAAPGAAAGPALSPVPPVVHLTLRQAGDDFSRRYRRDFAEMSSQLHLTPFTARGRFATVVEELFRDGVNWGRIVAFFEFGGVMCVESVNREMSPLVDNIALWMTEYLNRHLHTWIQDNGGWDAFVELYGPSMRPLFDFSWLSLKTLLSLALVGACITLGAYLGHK
# Bfl-1 Bim block: inhibitors of Bim-Bfl-1 interaction, human; Q16548; Bead-based flow cytometry, Bim-Bfl-1 binding inhibition; inhibition, % at 10 µM; 190,000 tested, 0.12% active;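 further: 0% = wells without compound plus tracer and 100% = blocker peptide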
# Bcl-XL Bim block: disrupts Bim peptide binding to human Bcl-XL | inhibition, % at 10 µM | 190,000 tested, 0.04% active | bead flow cytometry, fluorescence
# Target sequence (Q07817 whole entry, looked up): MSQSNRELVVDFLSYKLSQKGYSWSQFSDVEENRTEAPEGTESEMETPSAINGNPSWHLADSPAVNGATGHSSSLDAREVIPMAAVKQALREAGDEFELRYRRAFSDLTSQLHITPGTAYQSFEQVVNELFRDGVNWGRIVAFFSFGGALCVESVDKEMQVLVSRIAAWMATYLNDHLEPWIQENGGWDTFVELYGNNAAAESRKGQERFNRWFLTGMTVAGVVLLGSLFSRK
# RGS4-Gao reg: modulates binding of RGS4 to human Galphao; binding response (% of control), % at 10 µM; AID 1415; Multiplexed bead flow cytometry; actives lie on both sides; 220,000 tested, 0.33% active; P09471; in the data active means binding response below about 49% or above about 150%; inactive means in between;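 further: fluorescent Galphao activated with aluminum fluoride binding bead-coupled RGS4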
# RGS7-Gao reg: modulates binding of RGS7 to human Galphao | 220,000 tested, 0.35% active | AID 1439 | P09471 | Multiplexed bead flow cytometry; actives lie on both sides | binding response (% of control), % at 10 µM; in the data active means binding response below about 49% or above about 150%; inconclusive means no clear call, values can overlap the other calls; inactive means in between;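 further: fluorescent Galphao held in activated GDP-AlF4 state binding bead-coupled RGS7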
# Bim-Bcl-W: disrupts Bim peptide binding to human Bcl-W | Q92843 | bead-based flow cytometry | inhibition, % at 10 µM | 190,000 tested, 0.02% active;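 further: 0% = bound tracer without compound and 100% = peptide blocker; higher means less fluorescent Bim peptide bound to Bcl-W beads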
# Target sequence (Q92843 whole entry, looked up): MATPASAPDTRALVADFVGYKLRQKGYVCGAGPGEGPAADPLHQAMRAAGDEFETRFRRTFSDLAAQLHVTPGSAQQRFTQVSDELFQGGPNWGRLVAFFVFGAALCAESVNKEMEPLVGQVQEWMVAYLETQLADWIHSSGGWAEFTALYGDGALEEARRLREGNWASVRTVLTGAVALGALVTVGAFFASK
# Mcl1 Bid PPI: disrupts binding of human Mcl-1 to Bid peptide | Q07820 | TR-FRET Mcl-1/Bid-Dy647 peptide binding, 1536-well | inhibition, % at 21.7 µM | 220,000 tested, 0.97% active | AID 1021;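 active means compounds that cut the binding signal by more than half at the single screening dose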;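 further: His-tagged Mcl-1 with europium anti-His antibody binding Bid BH3 peptide; 0% = Mcl-1 plus peptide wells and 100% = peptide-only wells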
# Mcl1-Noxa inh: disrupts binding of human Mcl-1 to Noxa peptide | Q07820 | inhibition, % at 21.7 µM | TR-FRET Mcl-1/Noxa peptide binding, 2 h | 220,000 tested, 1.5% active;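 active means compounds that cut the protein-peptide binding signal by more than 50% relative to plate controls in a single-dose test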;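 further: His-tagged Mcl-1 with rhodamine Noxa BH3 peptide and terbium anti-His antibody; 0% = Mcl-1 plus Noxa peptide wells and 100% = peptide-only wells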
# Mcl-1 Bim block: human Bim-Mcl-1 interaction inhibition | Bead-based flow cytometry, Bim peptide-Mcl-1 binding | inhibition, % at 10 µM | 190,000 tested, 0.1% active;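 further: 0% = no compound tracer wells and 100% = peptide blocker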
# Bcl-B Bim block: human Bim-Bcl-B interaction inhibition. Q9HD36. bead-based flow cytometry, Bim peptide-Bcl-B binding. inhibition, % at 10 µM. 190,000 tested, 0.073% active. AID 951;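 further: 0% = tracer peptide without compound and 100% = reference inhibitor peptide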
# Target sequence (Q9HD36 whole entry, looked up): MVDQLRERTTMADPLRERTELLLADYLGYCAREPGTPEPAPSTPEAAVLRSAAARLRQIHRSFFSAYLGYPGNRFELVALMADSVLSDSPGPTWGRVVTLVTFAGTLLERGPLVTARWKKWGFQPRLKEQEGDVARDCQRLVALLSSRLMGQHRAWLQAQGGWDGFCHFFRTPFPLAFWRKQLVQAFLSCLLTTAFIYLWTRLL
# Numbers without * were called inactive; ? = inconclusive; · = not tested or not shown. Unless noted, no stated cut-off is given here; in the data, active means inhibition above about 40%. Compounds as they come; about 2.7% have a hit in one of these screens.
SMILES,RGS8-Gao,Bim-Bcl-2,Bfl-1 Bim block,Bcl-XL Bim block,RGS4-Gao reg,RGS7-Gao reg,Bim-Bcl-W,Mcl1 Bid PPI,Mcl1-Noxa inh,Mcl-1 Bim block,Bcl-B Bim block
CN1CCN(c2ccc(C(=O)c3cn(-c4ccc(F)c(Cl)c4)nn3)cc2)CC1,100,-2,3,-5,97,?,-7,18,15,-3,1
CCNS(=O)(=O)c1ccc(NC(=S)NCC2CCCO2)cc1 (centres undefined),102,-5,-5,-5,103,103,-2,-12,10,-3,-4
COc1ccccc1OCCOC(=O)Nc1ccccc1,99,-8,-8,-8,95,97,-4,-12,-7,-6,-7
O=C(CSc1nnc(-c2cccnc2)s1)Nc1cccc(C(=O)O)c1,100,-1,-3,-2,99,100,-2,-6,5,0,-1
COC(=O)C(CC(C)C)NC(=O)/C=C/c1ccccc1Cl (centres undefined),99,-7,-15,-11,103,101,-8,-10,21,-6,-10
CN(CCc1ccccn1)C(=O)c1cccnc1Oc1ccccc1,95,·,·,·,92,?,·,-7,0,·,·
COc1ccccc1C1C=C(c2ccc(Cl)cc2)Nc2nc(NS(C)(=O)=O)nn21 (centres undefined),98,-1,0,-2,99,97,-1,-14,-7,-1,-3
COc1cc(C(=O)OCC(=O)N2CCCCC2C)ccc1OCc1c(C)noc1C (centres undefined),100,-1,-3,-1,102,?,0,-13,-6,0,0
Cc1sc2ncnc(Nc3ccccc3)c2c1C,99,-3,0,-3,108,138,-5,-5,6,-4,-2
Cc1ccc(O)c(NC(=O)CCC2CCCCC2)c1,104,5,0,4,102,103,2,-49,2,3,2
CC(C)COC(=O)c1ccc(NC(=O)C2C3CCC(C3)C2C(=O)O)cc1 (centres undefined),99,-10,-11,-1,97,102,1,-20,-19,-2,-8
Nc1nc(Nc2ccccc2F)nc(NCc2ccco2)c1[N+](=O)[O-],101,·,·,·,96,?,·,-34,16,·,·
Cc1onc(-c2c(Cl)cccc2Cl)c1C(=O)N=C(N)N1CCOCC1,99,·,·,·,99,?,·,-4,9,·,·
Nc1nnn(CC(=O)N/N=C/c2ccncc2)n1,101,·,·,·,102,?,·,-6,10,·,·
CCCCOC(=O)CSc1nc(N)c(C#N)c(-c2ccc(OCC)cc2)c1C#N,97,-7,-12,1,93,94,3,-10,-40,-1,-8
CCOc1ccc(N(CC(=O)NC2CCCCCC2)S(=O)(=O)c2c(C)noc2C)cc1,100,-6,-10,-1,100,100,1,-15,18,0,-1
CCOc1ccccc1NC(=O)Nc1cnccn1,101,1,-2,-2,105,96,-1,-30,-2,1,-2
Cc1c(NC(=O)c2nn3c(c2Br)NC(c2ccccc2)CC3C(F)(F)F)c(=O)n(-c2ccccc2)n1C (centres undefined),83,2,0,-2,97,98,-1,-6,16,-1,-3
CC(Nc1cc(N2CCOCC2)ccc1[N+](=O)[O-])c1ccccc1 (centres undefined),106,-3,-1,-8,104,106,-2,-22,18,-3,-7
CSc1nc(-c2ccco2)cc(-c2ccccc2)c1C#N,96,0,-1,0,92,98,-1,1,8,2,-2
COc1ccc(-c2cc(C3CCN(c4ncccc4[N+](=O)[O-])CC3)[nH]n2)cc1,102,-2,-12,-10,104,105,5,-24,-12,-1,-9
Cn1nnnc1SC(C(=O)Nc1ccc(F)cc1)c1ccccc1 (centres undefined),102,0,-5,-5,99,99,-4,-15,-6,-2,-4
Cc1ccc(OC(=O)N2CCOCC2)cc1,99,-3,0,-1,98,100,-1,-22,1,-3,-3
O=C(N/N=C\C=C\c1ccc2c(c1)OCO2)C1COc2ccccc2O1 (centres undefined),101,-5,-1,-6,95,97,-5,11,16,-4,-7
CCc1ccc(Nc2ccc(S(=O)(=O)N3CCOCC3)cc2[N+](=O)[O-])cc1,101,0,6,3,101,108,13,43,11,15,5
CCC(=O)NCCCNc1nc2c(C)cccc2cc1C#N,89,-2,-6,-3,73,?,0,-14,-6,0,-5
CCCC(=O)Nc1ccc(C(=O)NNC(=S)NC(=O)c2cccs2)cc1,99,-4,2,-3,99,103,-2,-134,-118,0,-6
CCOC(=O)C(C)S(=O)(=O)c1ccc(C(F)(F)F)cn1 (centres undefined),102,-11,-13,0,107,103,-2,1,-6,-4,-8
O=C(O)CCNC(=O)/C(=C/C=C/c1ccccc1)NC(=O)c1ccccc1,100,-4,-6,-1,100,104,-3,-11,17,-2,-4
CCc1ccc(Nc2ncc3c(n2)CC(c2ccc(OC)cc2)CC3=O)cc1 (centres undefined),101,-2,-1,-1,101,102,-2,-6,-10,-1,0
Cc1ccc(S(=O)(=O)n2c([N+](=O)[O-])cnc2C)c(C)c1C,100,-2,-4,-4,101,102,-3,-6,32,0,-4
CCOC(=O)c1ccc(NNC(C)=O)c([N+](=O)[O-])c1,100,0,-2,-2,101,101,-1,-5,21,-1,-6
Cc1nn2c(-c3ccncc3)nnc2c2ccccc12,98,-9,-13,-13,97,102,0,7,-1,1,-2
CC1(C)NC(C(=O)O)Cc2c1[nH]c1ccccc21 (centres undefined),101,0,0,-2,106,98,-2,-9,17,0,0
O=C(Cc1ccccc1Cl)NNC(=O)Nc1ccccc1,100,-3,-3,-9,101,103,-7,-5,-15,-5,-8
CCCCC(=O)Nc1ccc(C(=O)NNC(=O)c2ccccc2Br)cc1,97,0,0,-1,91,93,0,-5,-20,-2,0
CCS(=O)(=O)N1CCCC(C(=O)NCCc2ccc(C)cc2)C1 (centres undefined),97,0,-2,-5,96,94,-2,-3,5,-2,-5
O=c1c2c(nc3n1CCS3)c1cc(F)ccc1n2Cc1cc(=O)n2cc(Cl)ccc2n1,97,·,·,·,96,?,·,-40,13,·,·
O=C(CSc1nnc(-c2ccccc2)c(-c2ccccc2)n1)Nc1ccc(Br)cn1,108,3,2,-1,105,105,0,-1,-8,0,0
CC(C)n1c(=N)c(C(=O)NCCc2ccccc2)cc2c(=O)n3ccccc3nc21,101,0,0,-2,105,103,-3,-17,9,0,-5
CCN(CC)S(=O)(=O)c1ccc(C(=O)NCc2ccc(C)cc2)cc1,105,0,-3,-1,104,104,1,-20,-1,0,1
CC(C)CC(=O)Nc1ccccc1N1CCN(C(=O)c2ccccc2)CC1,101,0,-3,-1,102,105,0,-18,2,-4,0
CNC(=O)c1cccnc1Nc1cccc(C(F)(F)F)c1,102,-8,-14,-14,100,104,-9,20,-6,-11,-15
CCOC(=O)C1=C(C)NC(=O)NC1c1cn(-c2ccccc2)nc1-c1cccs1 (centres undefined),100,-3,-9,-1,103,104,-1,16,11,0,-8
Cc1ccc(SCC(=O)NC2CC3CCC(C2)N3C)cc1 (centres undefined),98,·,·,·,96,?,·,3,-3,·,·

# In the list so far, three contain bromine:
SMILES,RGS8-Gao,Bim-Bcl-2,Bfl-1 Bim block,Bcl-XL Bim block,RGS4-Gao reg,RGS7-Gao reg,Bim-Bcl-W,Mcl1 Bid PPI,Mcl1-Noxa inh,Mcl-1 Bim block,Bcl-B Bim block
Cc1c(NC(=O)c2nn3c(c2Br)NC(c2ccccc2)CC3C(F)(F)F)c(=O)n(-c2ccccc2)n1C (centres undefined),83,2,0,-2,97,98,-1,-6,16,-1,-3
CCCCC(=O)Nc1ccc(C(=O)NNC(=O)c2ccccc2Br)cc1,97,0,0,-1,91,93,0,-5,-20,-2,0
O=C(CSc1nnc(-c2ccccc2)c(-c2ccccc2)n1)Nc1ccc(Br)cn1,108,3,2,-1,105,105,0,-1,-8,0,0

# Part of the list above, with values ahead of the structure:
RGS8-Gao,Bim-Bcl-2,Bfl-1 Bim block,Bcl-XL Bim block,RGS4-Gao reg,RGS7-Gao reg,Bim-Bcl-W,Mcl1 Bid PPI,Mcl1-Noxa inh,Mcl-1 Bim block,Bcl-B Bim block,Molecule
101,0,0,-2,106,98,-2,-9,17,0,0,CC1(C)NC(C(=O)O)Cc2c1[nH]c1ccccc21 (centres undefined)
100,-3,-3,-9,101,103,-7,-5,-15,-5,-8,O=C(Cc1ccccc1Cl)NNC(=O)Nc1ccccc1
97,0,0,-1,91,93,0,-5,-20,-2,0,CCCCC(=O)Nc1ccc(C(=O)NNC(=O)c2ccccc2Br)cc1
97,0,-2,-5,96,94,-2,-3,5,-2,-5,CCS(=O)(=O)N1CCCC(C(=O)NCCc2ccc(C)cc2)C1 (centres undefined)

# An excerpt from above in order of the Bim-Bcl-W value, descending.
SMILES,RGS8-Gao,Bim-Bcl-2,Bfl-1 Bim block,Bcl-XL Bim block,RGS4-Gao reg,RGS7-Gao reg,Bim-Bcl-W,Mcl1 Bid PPI,Mcl1-Noxa inh,Mcl-1 Bim block,Bcl-B Bim block
CCCCOC(=O)CSc1nc(N)c(C#N)c(-c2ccc(OCC)cc2)c1C#N,97,-7,-12,1,93,94,3,-10,-40,-1,-8
CCN(CC)S(=O)(=O)c1ccc(C(=O)NCc2ccc(C)cc2)cc1,105,0,-3,-1,104,104,1,-20,-1,0,1
CC1(C)NC(C(=O)O)Cc2c1[nH]c1ccccc21 (centres undefined),101,0,0,-2,106,98,-2,-9,17,0,0

# Continued.
SMILES,RGS8-Gao,Bim-Bcl-2,Bfl-1 Bim block,Bcl-XL Bim block,RGS4-Gao reg,RGS7-Gao reg,Bim-Bcl-W,Mcl1 Bid PPI,Mcl1-Noxa inh,Mcl-1 Bim block,Bcl-B Bim block
O=C(O)COc1ccccc1/C=N/Nc1ccc(S(=O)(=O)Nc2ccc(Cl)cc2)cc1[N+](=O)[O-],97,-1,-5,-2,96,?,5,23,73*,0,0
O=C(c1cc2cc([N+](=O)[O-])ccc2oc1=O)N1CCN(c2ncccn2)CC1,100,-2,-12,-3,102,100,1,-33,-6,4,-3
COc1nc(OCCNC(C)=O)nc(N(C)C)n1,102,-3,-3,0,102,102,0,-20,2,0,1
Cn1c(-c2c(N)n(CCCc3ccccc3)c3nc4ccccc4nc23)nc2ccccc21,100,0,-4,-1,101,103,2,-45,-52,3,-8
CC(C)(C)c1ccc(C(=O)NNc2ccc(F)cc2F)cc1,96,·,·,·,97,?,·,-5,3,·,·
COc1cc(C(C#N)N2CCC(c3ccccc3)=N2)ccc1O (centres undefined),101,·,·,·,97,?,·,-11,-3,·,·
O=C1c2cccnc2C(O)N1C1CCCCC1 (centres undefined),96,-5,-9,0,86,98,0,5,15,5,-9
O=C(CP(=O)(c1ccccc1)c1ccccc1)Nc1cccc(CP(=O)(c2ccccc2)c2ccccc2)c1,99,·,·,·,97,?,·,-24,9,·,·
Cc1ccccc1NC1=C(C(=O)c2ccccc2)N(C)S(=O)(=O)c2ccccc21,98,0,-2,0,97,96,1,-7,16,0,-2
COc1cccc(N2C(=O)C3CCCN3C2c2ccc(N(C)C)cc2)c1 (centres undefined),131,-1,-3,0,110,108,-4,-40,10,0,0

# Quoted at random: 2 entries already listed.
SMILES,RGS8-Gao,Bim-Bcl-2,Bfl-1 Bim block,Bcl-XL Bim block,RGS4-Gao reg,RGS7-Gao reg,Bim-Bcl-W,Mcl1 Bid PPI,Mcl1-Noxa inh,Mcl-1 Bim block,Bcl-B Bim block
O=C1c2cccnc2C(O)N1C1CCCCC1 (centres undefined),96,-5,-9,0,86,98,0,5,15,5,-9
O=C(O)COc1ccccc1/C=N/Nc1ccc(S(=O)(=O)Nc2ccc(Cl)cc2)cc1[N+](=O)[O-],97,-1,-5,-2,96,?,5,23,73*,0,0
